thrombin 1536: thrombin (human) inhibition; P00734; inhibition, % at 5 µM; actives 0.26% (n = 220,000); AID 1046; alpha-thrombin, Boc-VPR-AMC fluorogenic substrate cleavage;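 active means inhibition at or above 40%; inactive means inhibition below 40%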;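 further: 0% = enzyme with no compound and 100% = wells without enzyme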
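System – human alpha-thrombin protein · Reagent – Boc-VPR-AMC substrate, 15 µM final · Compound – 5 µM single dose in 0.2% DMSO · Schedule – reaction at room temperature · Technique – AMC fluorescence at 355 nm excitation and 460 nm emission · Read-out basis – % inhibition relative to enzyme controls and enzyme-free blanks · Control set – no-compound enzyme wells and no-enzyme blanks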
Wee1 degr inh: human Wee1 degradation inhibition, primary screen. HeLa Luc-Wee1K328M stability, luciferase luminescence; 100% = proteasome inhibitor MG132 effect. AID 1321. reporter increase, % at 5 µM. actives 1.2% (n = 220,000);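 active means activation above the mean of all tested compounds plus 3 SD, set per screening run, cut at about 8.8% in these data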;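 further: cells exposed to compound for 20 h before luminescence read; 0% = DMSO alone and 100% = MG132 at 30 µM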
Runt-SMMHC FRET: blocks binding of human RUNX1 Runt domain to CBFb-SMMHC. actives 0.74% (n = 220,000). inhibition, % at 20 µM. AID 1434. Cerulean-Runt/Venus-CBFb-SMMHC FRET ratio 530/480, 1 h. Q01196+Q13951;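 active means mean inhibition across duplicate retests at 20 µM reaching about 50%, limit read from the data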;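 further: 0% = DMSO wells and 100% = wells with excess untagged CBFb-SMMHC; inhibitors lower the FRET ratio by blocking Runt binding to CBFb-SMMHC; some results filed as inactive read as strong as hits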
hK5 inh: inhibitors of human kallikrein 5. Q9Y337. recombinant hK5, fluorogenic AMC substrate cleavage. inhibition, % at 5 µM. actives 0.59% (n = 210,000);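 active means inhibition of 40% or more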;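 further: 0% = enzyme controls without compound and 100% = no-enzyme blanks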
Target sequence (Q9Y337 67-293 limits assumed): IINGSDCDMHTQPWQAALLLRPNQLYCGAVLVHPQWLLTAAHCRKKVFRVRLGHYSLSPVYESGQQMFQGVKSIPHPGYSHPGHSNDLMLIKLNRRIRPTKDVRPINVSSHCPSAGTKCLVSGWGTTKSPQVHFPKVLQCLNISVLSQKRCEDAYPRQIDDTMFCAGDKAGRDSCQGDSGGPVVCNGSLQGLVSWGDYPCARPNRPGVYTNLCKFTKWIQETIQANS
Runt-CBFb FRET: inhibitors of human RUNX1 Runt domain binding to CBFb; Q01196+Q13951; Cerulean-Runt/Venus-CBFb FRET ratio 530/480, 1 h; inhibition, % at 20 µM; actives 0.46% (n = 220,000);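 active means inhibition over about 50% at 20 µM in the single-dose screen, limit read from the data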;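 further: 0% = DMSO wells and 100% = excess unlabeled CBFb competitor control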
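Schedule: protein complex preformed 1 h, compound exposure 1 h, room temperature, dark; test system: Cerulean-labeled Runt domain protein; amount: 100 nM per protein; buffer or medium: Tris 50 mM pH 7.5, KCl, K2SO4, 0.01% BSA; read-out: loss of energy transfer signal; detection: FRET fluorescence; controls: 5 µM unlabeled CBFb as full-inhibition high control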
FXIa inh 1536: factor XIa (human) inhibition; purified FXIa, Boc-Glu-Ala-Arg-AMC fluorogenic substrate; inhibition, % at 5 µM; P03951; actives 0.14% (n = 220,000);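 active means inhibition of at least 40%; inactive means inhibition below 40%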;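 further: fluorescence of freed AMC excited at 355 nm; 0% = enzyme without compound and 100% = no enzyme blank; many of its hits are not listed in these tables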
Hck Nef HTS: inhibitors of human Hck kinase activated by Nef; Recombinant Hck-YEEI plus Nef, Z-Lyte FRET kinase assay; actives 0.68% (n = 220,000); P08631; inhibition, % at 20 µM; AID 463187;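 active means Hck-Nef kinase inhibition above about 50%, limit read from the data; inactive means inhibition below that limit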;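 further: 0% = DMSO with Hck plus Nef and 100% = Hck alone without Nef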
FXIIa inh 1536: inhibitors of human coagulation factor XIIa. P00748. purified FXIIa, Boc-QGR-AMC fluorogenic substrate, 2 h. inhibition, % at 5 µM. actives 0.3% (n = 220,000). AID 800; in the data active means inhibition above about 40%;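 further: 0% = enzyme with no compound and 100% = blank without enzyme; many of its hits are not listed in these tables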
Target sequence (P00748 20-372 limits assumed): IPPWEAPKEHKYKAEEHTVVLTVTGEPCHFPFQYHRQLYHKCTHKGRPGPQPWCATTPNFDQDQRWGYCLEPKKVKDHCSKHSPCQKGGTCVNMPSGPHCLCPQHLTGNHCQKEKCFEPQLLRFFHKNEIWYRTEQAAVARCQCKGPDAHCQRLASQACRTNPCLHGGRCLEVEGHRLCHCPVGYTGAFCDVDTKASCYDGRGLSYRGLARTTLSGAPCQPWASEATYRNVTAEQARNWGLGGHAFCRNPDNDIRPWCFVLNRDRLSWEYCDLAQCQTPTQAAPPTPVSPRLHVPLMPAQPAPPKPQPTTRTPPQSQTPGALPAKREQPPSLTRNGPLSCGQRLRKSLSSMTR
Target sequence (P00748 373-615 limits assumed): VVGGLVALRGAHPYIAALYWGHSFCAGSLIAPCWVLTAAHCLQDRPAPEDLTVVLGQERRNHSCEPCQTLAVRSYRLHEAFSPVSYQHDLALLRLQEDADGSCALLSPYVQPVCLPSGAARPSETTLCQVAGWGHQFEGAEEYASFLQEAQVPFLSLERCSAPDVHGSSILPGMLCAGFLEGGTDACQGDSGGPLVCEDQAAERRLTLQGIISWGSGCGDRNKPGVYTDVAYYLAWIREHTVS
14-3-3 Bad PPI: disrupts binding of bovine 14-3-3 zeta to phospho-Bad peptide; TR-FRET 14-3-3zeta/Dy647-pBad peptide displacement, 1 h; actives 0.71% (n = 220,000); inhibition, % at 21.7 µM; AID 781;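 active means inhibition above about 70%, limit read from the data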;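 further: 0% = full 14-3-3 plus peptide FRET controls and 100% = background without 14-3-3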
Target sequence (P63103 whole entry, looked up): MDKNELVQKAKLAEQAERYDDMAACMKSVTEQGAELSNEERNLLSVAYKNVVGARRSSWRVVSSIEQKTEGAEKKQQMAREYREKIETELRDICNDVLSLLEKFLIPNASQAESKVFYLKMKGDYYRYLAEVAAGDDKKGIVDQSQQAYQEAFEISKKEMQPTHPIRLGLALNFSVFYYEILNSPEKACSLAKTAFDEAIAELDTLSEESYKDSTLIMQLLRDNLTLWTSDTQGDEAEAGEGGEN
* hit, by the source's call; . = no result given; [ ] = dose if it differs, or a comment.

no.	Wee1 degr inh	thrombin 1536	Runt-SMMHC FRET	FXIa inh 1536	FXIIa inh 1536	hK5 inh	Hck Nef HTS	14-3-3 Bad PPI	Runt-CBFb FRET	SMILES
1	0	-8	-1	14	23	9	-1	0	-2	COCc1cc(C)nc(SCC(=O)Nc2ccc(C)c(C)c2)c1C#N
2	8	2	-1	0	8	-7	-4	4[fluorescence artefact?]	-1	CCCSC1=C(C#N)C(c2cc(OC)ccc2OC)CC(=O)N1 (stereo not given)
3	1	1	-2	-2	9	-6	1	-6	-4	COc1cc(C=Nc2cccc(C)c2)c(O)c([N+](=O)[O-])c1
4	1	0	3	6	16	-7	11	34[fluorescence artefact?]	-1	Cc1cccc(C)c1OCc1n[nH]c(=S)o1
5	-2	4	2	0	-1	-17	6	-8	-1	Nc1ccn(-c2ncc(C(F)(F)F)cc2Cl)c(=O)n1
6	-1	2	1	-1	4	-2	6	-6	2	Cn1nccc1NC(=O)COCC(=O)O
7	4	-6	-6	2	9	-3	22	-5	-4	O=C(NCc1ccc(Cl)cc1)c1cc([N+](=O)[O-])ccc1Cl
8	0	-9	-22	-3	0	-11	13	-11	-9	COCCNC(=S)NCc1ccc2[nH]c3c(c2c1)CCCC3

Later entries:
no.	Wee1 degr inh	thrombin 1536	Runt-SMMHC FRET	FXIa inh 1536	FXIIa inh 1536	hK5 inh	Hck Nef HTS	14-3-3 Bad PPI	Runt-CBFb FRET	SMILES
9	1	-3	3	0	2	2	19	-2	-3	COC(=O)C1=C(Nc2ccccc2NS(=O)(=O)c2ccc(C(F)(F)F)cc2Cl)CSC1
10	-3	1	-2	1	7	30	3	-5	-2	CCOC(=O)C(CC)n1cnc2c(nnn2-c2ccc(C)cc2)c1=O (stereo not given)
11	-2	7	0	7	25	17	-26	10	0	COc1ccc(C(=O)NCc2ccc(-n3cccc3)cc2)cc1OC
12	6	-12	-1	2	6	-11	2	4	0	Cc1ccc(C)c(NC(=O)CN(C)C(=O)COc2ncnc3sccc23)c1
13	0	-5	-3	-7	4	-2	-2	-3[fluorescence artefact?]	-4	O=C(N/N=C/c1cc([N+](=O)[O-])ccc1O)c1ccc2c(c1)OCCO2
14	0	2	-3	10	12	-19	0	-11[fluorescence artefact?]	-5	CCn1nc([N+](=O)[O-])c(C(C#N)c2nc3ccccc3n2C)c(Cl)c1=O (stereo not given)
15	2	-7	2	-2	5	3	-30	2	-1	Cn1nnnc1SCC(=O)Nc1ccc2c(c1)OCCO2
16	-3	-1	-2	5	4	-5	1	4[fluorescence artefact?]	-2	O=C(/C=C/c1ccccc1Cl)N(Cc1ccccc1)C1CCS(=O)(=O)C1 (stereo not given)

(continued)
no.	Wee1 degr inh	thrombin 1536	Runt-SMMHC FRET	FXIa inh 1536	FXIIa inh 1536	hK5 inh	Hck Nef HTS	14-3-3 Bad PPI	Runt-CBFb FRET	SMILES
17	-1	-7	-1	-4	3	-3	-6	-3	4	COc1cc(C(=O)Nc2nnc(C(F)(F)F)s2)c([N+](=O)[O-])cc1OC
18	-2	6	5	6	5	6	1	61[fluorescence artefact?]	0	CCOC(=O)N1CCN(CC(=O)Nc2ccc(OC)cc2)CC1
19	-2	1	-1	2	7	2	25	5	4	CN(C(=O)c1ccncc1)c1ccccc1
20	0	2	4	5	20	-6	5	-1	-1	CCOC(=O)C1=C(CSc2nc3ccccc3s2)NC(=O)NC1c1cccc([N+](=O)[O-])c1 (stereo not given)
21	-1	1	-1	-1	6	-18	1	-2	-5	Cc1ccc(NC(=O)c2oc3ccc(S(=O)(=O)N4CCOCC4)cc3c2C)cc1C
22	-1	-2	-1	2	-4	-23	-1	-12	2	COc1ccc(C=O)cc1COc1ccc(F)cc1F
23	-2	-7	-1	4	10	-11	2	-6	2	Cc1nc2ccccc2nc1N1CCC(C)CC1
24	-5	30	-1	0	-8	152*	2	2	2	Cc1cccc(-n2c(CCCN3C(=O)c4ccccc4C3=O)nc3ccccc3c2=O)n1

Later entries:
no.	Wee1 degr inh	thrombin 1536	Runt-SMMHC FRET	FXIa inh 1536	FXIIa inh 1536	hK5 inh	Hck Nef HTS	14-3-3 Bad PPI	Runt-CBFb FRET	SMILES
25	-4	.	1	16	22	14	7	-7	0	Nc1[nH]ncc1-c1ccc(Cl)cc1
26	8	-7	-21	-1	2	4	24	46	-3	COc1ccc(O)c(C(=O)c2cc(SCC(=O)O)c3nc4sc5c(c4c(=O)n3c2)CCCC5)c1
27	-1	3	5	1	13	2	-6	4	-3	Cc1ccc(S(=O)(=O)N2CCCC2C(=O)Nc2nc3c(s2)CCCC3)cc1 (stereo not given)
28	3	-6	0	-2	5	-17	1	3[fluorescence artefact?]	-1	CCOC(=O)CSC(CC)C(=O)Nc1nnc(C(C)C)s1 (stereo not given)
29	-2	-2	-2	5	5	-4	23	-24	1	CC(C)[C@H](NC(=O)c1cccc(S(=O)(=O)N2CCOCC2)c1)C(=O)Nc1nccs1
30	-2	0	-2	-3	5	1	7	-12	0	CC(C)CCN1CN(S(=O)(=O)c2cccs2)c2nc3ccccc3nc21
31	-2	-5	1	-1	23	5	1	6	-2	CCN(Cc1ccccc1)C(=O)CSc1nc(C)cc2c1C(=O)OC2
32	1	-9	2	-5	0	-10	2	4	2	Cn1c(SCC(=O)N=Nc2c(O)[nH]c3ccccc23)nc2ccccc21

(listing goes on)
no.	Wee1 degr inh	thrombin 1536	Runt-SMMHC FRET	FXIa inh 1536	FXIIa inh 1536	hK5 inh	Hck Nef HTS	14-3-3 Bad PPI	Runt-CBFb FRET	SMILES
33	4	2	0	-5	1	-6	4	30	4	CN(CCC(=O)Nc1ccc(Br)cc1)Cc1ccccc1
34	0	0	-2	1	4	-1	-2	-4	-3	O=C(Nc1cccc(OC(=O)c2ccco2)c1)c1ccco1
35	14*	-8	1	-6	5	-2	-17	5	0	Cc1ccc(NC(=S)N2CCCC(O)C2)cc1 (stereo not given)
36	0	-2	5	-2	9	-54	-25	-3	2	c1ccc(-c2nnc(-c3ccccn3)nc2NC2CCCCC2)cc1
37	3	0	-9	4	10	1	9	-10	2	COc1ccccc1/C=N/n1c(N)c(S(=O)(=O)c2cccs2)c2nc3ccccc3nc21
38	-3	30	-9	11	34	24	-1	-3	-6	CCOc1ccc(OCC)c(NC(=O)CSc2nc3c(c(=O)n(C)c(=O)n3C)n2C(C)C)c1
39	3	0	0	8	17	-2	-3	8[fluorescence artefact?]	0	CCCSc1nnc(NC(=O)Nc2ccc(F)cc2)s1
40	-1	34	1	4	9	49*	1	-13	0	CC(=O)Nc1cc2c(cc1C(=O)c1ccccc1)OCCO2

(listing goes on)
no.	Wee1 degr inh	thrombin 1536	Runt-SMMHC FRET	FXIa inh 1536	FXIIa inh 1536	hK5 inh	Hck Nef HTS	14-3-3 Bad PPI	Runt-CBFb FRET	SMILES
41	4	-2	7	-2	9	.	1	16	4	Cc1nnc(SCC2=C(C(=O)O)N3C(=O)C(NC(=O)Cn4ncc(Cl)c4C)C3SC2)s1 (stereo not given)
42	0	8	2	-1	6	-5	-61	-8	0	Cc1nc(S(=O)(=O)Cc2ccccc2)nc2c1CCC2
43	5	-16	-2	-3	9	-3	1	5	0	O=C(/C=C/c1ccc([N+](=O)[O-])cc1)NCc1cccnc1
44	-1	-4	1	-1	5	2	17	-8	0	NC(=O)c1ccc(NC(=O)COC(=O)/C=C/c2cccs2)cc1
45	-2	-3	-2	-1	13	-14	1	-8[fluorescence artefact?]	-1	CCN(CC(=O)Nc1ccc2c(c1)OCCO2)c1nc(-c2cccnc2)nc2ccccc12
46	-2	1	2	5	16	-9	0	-3	-1	Cc1noc(COc2ccc(OCc3nc(C)no3)cc2)n1
47	0	-4	2	6	-1	7	6	-1	-2	C=CCN1CC(O)=C(c2ccccc2)C1=N
48	-1	-18	13	-21	-2	-41	3	6	6	O=C(O)c1cc(-c2cccs2)nc2cc3c(cc12)OCCO3

(cont.)
no.	Wee1 degr inh	thrombin 1536	Runt-SMMHC FRET	FXIa inh 1536	FXIIa inh 1536	hK5 inh	Hck Nef HTS	14-3-3 Bad PPI	Runt-CBFb FRET	SMILES
49	-1	-11	-1	-9	2	-33	-5	1	2	Cc1ccc(-n2ncc3c(NCc4ccco4)ncnc32)c(C)c1
50	-1	4	3	0	18	-82	0	-1	4	c1ccc(-c2cn3c(n2)CCc2ccc4cccnc4c2-3)cc1
51	1	-6	-2	3	8	-2	0	2	-2	CCOc1ccc(Oc2c(/C=N/NC(C)=O)c(C)nn2-c2ccccc2)cc1
52	0	3	2	-7	3	1	0	-2	0	O=c1c(-c2ccco2)[n+]([O-])c2ccccc2n1OCc1ccccc1F
53	-2	-5	-3	1	8	-2	1	8[fluorescence artefact?]	0	CCOC(=O)CSC(CC)C(=O)Nc1nnc(CC)s1 (stereo not given)
54	0	-19	-6	-5	-1	-4	16	-2	-6	CCCCN(CCCC)c1nc(-c2ccncc2)nc2ccccc12
55	2	6	-3	1	9	1	-13	-5	0	CN1CCN(C(=S)NC(=O)/C=C/c2cccs2)CC1
56	-2	14	-4	20	19	.	-3	3	-1	O=C(O)CC1(CC(=O)Nc2ccccc2C(=O)c2ccccc2)CCCC1

Ordered by number of heavy atoms (highest first): part of the list above
no.	Wee1 degr inh	thrombin 1536	Runt-SMMHC FRET	FXIa inh 1536	FXIIa inh 1536	hK5 inh	Hck Nef HTS	14-3-3 Bad PPI	Runt-CBFb FRET	SMILES
51	1	-6	-2	3	8	-2	0	2	-2	CCOc1ccc(Oc2c(/C=N/NC(C)=O)c(C)nn2-c2ccccc2)cc1
54	0	-19	-6	-5	-1	-4	16	-2	-6	CCCCN(CCCC)c1nc(-c2ccncc2)nc2ccccc12
53	-2	-5	-3	1	8	-2	1	8[fluorescence artefact?]	0	CCOC(=O)CSC(CC)C(=O)Nc1nnc(CC)s1 (stereo not given)

Further compounds.
no.	Wee1 degr inh	thrombin 1536	Runt-SMMHC FRET	FXIa inh 1536	FXIIa inh 1536	hK5 inh	Hck Nef HTS	14-3-3 Bad PPI	Runt-CBFb FRET	SMILES
57	0	-3	4	-10	-1	-46	5	-12	1	Cc1cc(C)nc(NS(=O)(=O)c2ccc(NC(=S)NC(=O)CC(C)C)cc2)n1
58	-4	-2	1	-5	-6	1	-3	-6[fluorescence artefact?]	-2	CCCOc1ccc(S(=O)(=O)n2cc(Br)c(=O)[nH]c2=O)cc1
59	0	-7	-5	5	11	-9	5	8	0	Cc1cccc(C(=O)N[C@H](C(=O)OCc2cc(=O)n3c(n2)sc2ccccc23)C(C)C)c1
60	-4	4	6	-7	15	-6	0	4[fluorescence artefact?]	2	CCOC(=O)N1CCN(S(=O)(=O)c2ccc(OCC(=O)OC)c(C)c2)CC1
61	-2	-3	0	0	11	.	7	-2	2	CCCn1cc(CN2CCC(Cc3ccccc3)(C(=O)OCC)CC2)c(C)n1
62	0	5	-2	9	18	-7	-7	13	-2	CCN(CC)CCCNC(=O)c1cn(C)c2ccc(S(=O)(=O)N(C)C)cc2c1=O
